From PubChem
ABCG2 block – human ABCG2 inhibition, ABCB1 as counter-screen. Q9UNQ0. 0.1% of 190,000 active. inhibition, % at 6.6 µM. IgMXP3 cells, JC-1 efflux, flow cytometry;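 active = inhibition above 80%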;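 note: 0% = DMSO and 100% = nicardipine control wells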
Target sequence (Q9UNQ0 whole entry, looked up): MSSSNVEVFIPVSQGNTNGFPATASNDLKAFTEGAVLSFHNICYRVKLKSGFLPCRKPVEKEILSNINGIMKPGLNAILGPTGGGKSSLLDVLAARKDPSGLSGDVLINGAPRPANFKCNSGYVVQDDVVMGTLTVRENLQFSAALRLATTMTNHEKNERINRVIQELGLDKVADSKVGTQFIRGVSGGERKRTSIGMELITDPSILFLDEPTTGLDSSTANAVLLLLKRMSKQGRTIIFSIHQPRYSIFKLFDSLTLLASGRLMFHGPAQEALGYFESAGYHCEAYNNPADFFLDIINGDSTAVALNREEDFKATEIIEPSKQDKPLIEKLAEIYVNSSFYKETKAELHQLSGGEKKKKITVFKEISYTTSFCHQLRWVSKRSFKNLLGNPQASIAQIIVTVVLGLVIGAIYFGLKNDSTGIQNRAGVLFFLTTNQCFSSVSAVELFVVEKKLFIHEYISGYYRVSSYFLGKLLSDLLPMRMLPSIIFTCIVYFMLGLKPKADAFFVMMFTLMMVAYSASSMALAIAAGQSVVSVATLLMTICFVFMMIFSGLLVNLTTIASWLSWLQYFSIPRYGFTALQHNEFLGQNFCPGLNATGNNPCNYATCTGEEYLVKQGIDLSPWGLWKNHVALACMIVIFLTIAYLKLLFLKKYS
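Test system: ABCG2 IgMXP3 and barcoded ABCB1 CCRF-Adr cell mix; Schedule: cells with compound and JC-1, 10 min at 25 °C, rotating, no wash; Technique: flow cytometry of retained JC-1 fluorescence; Measure: % inhibition of efflux relative to nicardipine and DMSO; Controls: nicardipine high and DMSO low controls.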
Mcl1 Noxa PPI – disrupts binding of human Mcl-1 to Noxa peptide | TR-FRET Mcl-1/Noxa peptide binding, 2 h | inhibition, % at 21.7 µM | 1.5% of 220,000 active | AID 1022;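 active = compounds that cut the protein-peptide binding signal by more than 50% relative to plate controls in a single-dose test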;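 note: His-tagged Mcl-1 with rhodamine Noxa BH3 peptide and terbium anti-His antibody; 0% = Mcl-1 plus Noxa peptide wells and 100% = peptide-only wells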
Target sequence (Q07820 whole entry, looked up): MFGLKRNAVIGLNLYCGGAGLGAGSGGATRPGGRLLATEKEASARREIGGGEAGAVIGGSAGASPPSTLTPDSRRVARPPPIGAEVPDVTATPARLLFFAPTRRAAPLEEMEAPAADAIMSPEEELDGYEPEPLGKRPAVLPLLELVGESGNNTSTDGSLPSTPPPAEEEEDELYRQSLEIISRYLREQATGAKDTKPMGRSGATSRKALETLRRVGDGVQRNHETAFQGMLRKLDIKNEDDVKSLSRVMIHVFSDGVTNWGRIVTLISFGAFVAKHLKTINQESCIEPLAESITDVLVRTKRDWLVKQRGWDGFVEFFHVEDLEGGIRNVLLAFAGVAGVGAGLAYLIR
RGS4-Gao reg – modulates binding of RGS4 to human Galphao; Multiplexed bead flow cytometry; actives lie on both sides; 0.33% of 220,000 active; P09471; AID 1415; binding response (% of control), % at 10 µM; in the data active = binding response below about 49% or above about 150%; inactive = in between;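 note: fluorescent Galphao activated with aluminum fluoride binding bead-coupled RGS4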
Mcl-1 Bim block – inhibitors of Bim-Mcl-1 interaction, human; Bead-based flow cytometry, Bim peptide-Mcl-1 binding; inhibition, % at 10 µM; AID 1009; 0.1% of 190,000 active; Q07820; in the data active = inhibition above about 40%;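 note: 0% = no compound tracer wells and 100% = peptide blocker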
Pf gametocyte – inhibitors of late stage P. falciparum gametocyte viability | AID 743093 | 0.065% of 150,000 active | inhibition, % at 10.9 µM | P. falciparum stage V gametocytes, ATP luminescence, 24 h;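 active = inhibition above the mean plus 3 SD of compounds within the control limits, set per campaign, cut at about 38% in these data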;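 note: 0% = DMSO wells and 100% = medium only without gametocytes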
Mcl1 Bid PPI – disrupts binding of human Mcl-1 to Bid peptide; inhibition, % at 21.7 µM; AID 1021; Q07820; 0.97% of 220,000 active; TR-FRET Mcl-1/Bid-Dy647 peptide binding, 1536-well;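 active = compounds that cut the binding signal by more than half at the single screening dose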;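 note: His-tagged Mcl-1 with europium anti-His antibody binding Bid BH3 peptide; 0% = Mcl-1 plus peptide wells and 100% = peptide-only wells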
RGS7-Gao reg – modulates binding of RGS7 to human Galphao; P09471; Multiplexed bead flow cytometry; actives lie on both sides; binding response (% of control), % at 10 µM; 0.35% of 220,000 active; AID 1439; in the data active = binding response below about 49% or above about 150%; inconclusive = no clear call, values can overlap the other calls; inactive = in between;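 note: fluorescent Galphao held in activated GDP-AlF4 state binding bead-coupled RGS7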
GSH bead fluor – compound fluoresces at 488/530 nm on GSH beads. fluorescence (KMESF) at 10 µM. GSH beads flow cytometry, compound fluorescence 488/530 nm; active compounds read high. 0.25% of 190,000 active. AID 1776; in the data active = fluorescence above about 89;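 note: glutathione beads carrying GST-tagged Bcl family fusion proteins plus one bare bead set; values are compound well signal with DMSO vehicle wells as background; inactives centre near 16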
ABCB1 inh – human ABCB1 inhibition, ABCG2 as counter-screen; 0.067% of 190,000 active; inhibition, % at 6.6 µM; CCRF-Adr cells, JC-1 efflux, flow cytometry; P08183; in the data active = inhibition above about 40%;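 note: 0% = vehicle and 100% = reference inhibitor; higher value means more JC-1 retained so stronger ABCB1 efflux block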
Avidin fluor – avidin bead compound fluorescence profile. Avidin beads, compound fluorescence 488/530 nm, flow cytometry; active compounds read high. fluorescence (KMESF) at 10 µM. 0.38% of 220,000 active. AID 1775; in the data active = fluorescence above about 47; note: inactives centre near 10
RGS8-Gao reg – human RGS8-Galphao interaction regulation; P09471; multiplexed bead flow cytometry, RGS8-Galphao binding; actives lie on both sides; response (percent of control binding), % at 10 µM; 0.34% of 220,000 active; AID 1423; in the data active = response below about 60% or above about 140%; inactive = in between;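 note: Galphao activated as the GDP aluminium fluoride complex binding bead-coupled RGS8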
Active calls of the source: *; ? = inconclusive; · = not tested or not shown. Rows are unselected; any-hit rate near 3.3%.

Value order – ABCG2 block | Mcl1 Noxa PPI | RGS4-Gao reg | Mcl-1 Bim block | Pf gametocyte | Mcl1 Bid PPI | RGS7-Gao reg | GSH bead fluor | ABCB1 inh | Avidin fluor | RGS8-Gao reg
CCOc1ccccc1NC(=O)/C(C#N)=C/c1c(C)nn(-c2ccccc2)c1Cl
  2 | -3 | 95 | 0 | -2 | -23 | 94 | 11 | 0.5 | 11 | 101
COC(=O)C1CCN(c2ccc([N+](=O)[O-])cc2)CC1
  6 | -3 | 101 | 1 | 13 | -13 | 100 | 10 | 0.5 | 23 | 105
COc1cccc2cc(C(=O)N3CCC(C)CC3)c(=O)oc12
  6 | 30 | 103 | -1 | · | -32 | 102 | 19 | 1.6 | 6 | 103
CCOc1ccc2nc(NC(=O)C3CCN(S(=O)(=O)c4cnc[nH]4)CC3)sc2c1
  -1 | 7 | 100 | 7 | · | -9 | 97 | 23 | -0.2 | 4 | 103
O=C(COc1ccccc1[N+](=O)[O-])N1CCC(Cc2ccccc2)CC1
  9 | 12 | 104 | -1 | · | 28 | 101 | 10 | 1.2 | 12 | 101
CCC(C(=O)OCC(=O)Nc1ccc(SC(F)F)cc1)c1ccccc1 (centres undefined)
  56 | 15 | 102 | -9 | 4 | -6 | 101 | 11 | 0.3 | 22 | 110
COc1ccc(/C=C(/NC(=O)c2ccccc2Cl)C(=O)O)cc1
  2 | 5 | 102 | 0 | -16 | -19 | 95 | 12 | 0.2 | 11 | 100
O=C(Cn1nc2n(c1=O)-c1ccccc1SC2)N/N=C/c1ccncc1
  · | -14 | 88 | · | -13 | -53 | ? | · | · | 6 | 93
CCOC(=O)N1CCN(C(=O)c2ccc(CS(=O)(=O)c3c(Cl)cccc3Cl)o2)CC1
  2 | 4 | 92 | 1 | · | -9 | 92 | 25 | 0.4 | 7 | 98
COc1cc(C2C3C(C)N(C)C(=O)N(C)C3N(C)C(=O)N2C)ccc1O (centres undefined)
  0 | -1 | 96 | 0 | · | -20 | 101 | 62 | 0.0 | 8 | 103
O=C(COc1ncnc2ccc(Br)cc12)Nc1ccc(N2CCOCC2)cc1
  2 | 13 | 100 | 0 | · | -18 | 101 | 30 | -2.5 | 13 | 101
O=C(NCCc1c[nH]c2ccccc12)/C(=C\c1cccnc1)NC(=O)c1ccccc1Br
  · | 1 | 101 | · | -14 | -55 | ? | · | · | 6 | 98
O=C(CSCc1ccco1)NC1CCCC1
  0 | -9 | 102 | -5 | · | -15 | 100 | 10 | -2.0 | 3 | 101
COc1ccc(C(=O)C2CCCN(C(=O)c3cc4nc(C)cc(C)n4n3)C2)cc1F (centres undefined)
  2 | 2 | 93 | 0 | -18 | -25 | 96 | 10 | 0.5 | 10 | 99
Cn1nnc(NC(=S)NC(=O)c2ccccc2)n1
  · | 20 | 107 | · | 14 | -136 | ? | · | · | 5 | 106
CC(C)On1c(SCC(=O)N(C)C)nc2ccccc2c1=O
  · | 0 | 100 | · | · | 8 | ? | · | · | 8 | 99
O=C(Nc1cccc2ccccc12)NC1Cc2ccccc2C1
  · | -12 | 102 | · | -14 | -8 | ? | · | · | 8 | 103
CC(C)c1ccc(OCC(=O)Nc2cccc3c2CCCC3)cc1
  1 | 16 | 102 | -1 | -11 | -4 | 105 | 79 | -0.3 | 11 | 107
CCOC(=O)C1C(=O)OC(C)(C)C1C(C)C(=O)c1ccc(C)cc1 (centres undefined)
  1 | -3 | 99 | 2 | -9 | -3 | 101 | 25 | 0.1 | 6 | 100
CCc1ccc(Nc2cc(C)nc3nc(C)nn23)cc1
  24 | -3 | 113 | -1 | · | -5 | 118 | 16 | 2.1 | 7 | 113
CC1CC(=O)C2=C(C1)Nc1ccccc1N=C2 (centres undefined)
  9 | 6 | 105 | 0 | -10 | 8 | 100 | 10 | 1.0 | 10 | 103
COc1ccc(CNC(=O)Cc2ccc(OC)c(S(=O)(=O)N3CCOCC3)c2)cc1
  0 | 2 | 96 | -1 | · | -16 | 103 | 8 | 0.4 | 16 | 103
COc1ccc(N(C)S(=O)(=O)c2cccc(C(=O)Nc3cc(OC)ccc3OC)c2)cc1
  7 | -6 | 105 | 0 | -12 | -32 | 101 | 14 | 1.9 | 8 | 103
Nc1nc(SCc2ccc(Cl)cc2Cl)ns1
  9 | 13 | 92 | -1 | 2 | 6 | 93 | 19 | 1.1 | 4 | 77
CCOC(=O)/C(=N\Nc1cc(Cl)ccc1Cl)N1CCN(C)CC1
  15 | 26 | 103 | -5 | · | -23 | 102 | 15 | 1.4 | 15 | 102
Clc1ccccc1-c1ncnc2ccc(Br)cc12
  1 | 5 | 101 | -1 | 11 | -11 | 103 | 26 | 0.3 | 10 | 104
COC(=O)Cn1c(=N)n(CCN2CCCCC2)c2ccccc21
  2 | 12 | 102 | -6 | 15 | -36 | 103 | 27 | 0.6 | 8 | 103
CC1CC(C)CN(C(=O)COC(=O)CNS(=O)(=O)/C=C/c2ccccc2)C1 (centres undefined)
  5 | 7 | 100 | -4 | 11 | -11 | 102 | 29 | 1.6 | 10 | 100
CCCCn1c(C)cc(/C=C(\C#N)C(=O)O)c1C
  23 | 3 | 102 | -3 | -24 | -64 | 105 | 6 | 2.2 | 3 | 97
CNC(=O)N(C1=NCCCCC1)c1ccc(Br)cc1
  -13 | 10 | 99 | -3 | -26 | -22 | 98 | 16 | -1.1 | 17 | 99

Only RGS7-Gao reg and RGS4-Gao reg (2 entries from above):
Molecule	RGS7-Gao reg	RGS4-Gao reg
CCCCn1c(C)cc(/C=C(\C#N)C(=O)O)c1C	105	102
CNC(=O)N(C1=NCCCCC1)c1ccc(Br)cc1	98	99

Next part
Value order – ABCG2 block | Mcl1 Noxa PPI | RGS4-Gao reg | Mcl-1 Bim block | Pf gametocyte | Mcl1 Bid PPI | RGS7-Gao reg | GSH bead fluor | ABCB1 inh | Avidin fluor | RGS8-Gao reg
CC(=O)CCC(=O)c1ccc2ccccc2c1
  0 | -4 | 98 | -2 | 1 | -9 | 95 | 4 | -0.1 | 10 | 92
O=C(Cn1cncn1)NCCCc1ccccc1
  0 | 22 | 97 | -2 | -8 | -7 | 97 | 9 | -0.3 | 12 | 88
Cn1c(SCC(=O)N2CCCC2)nc2cccnc21
  -2 | 9 | 102 | 1 | 21 | -19 | 104 | 13 | -1.5 | 10 | 99
O=C(CSc1ccc(-c2ccco2)nn1)NC1CCCC1
  4 | -20 | 101 | 0 | · | -19 | 96 | 10 | 0.2 | 11 | 100
Cn1c(=O)c(/C(N)=N/OC(=O)c2ccccc2)cn(-c2ccccc2)c1=O
  · | -6 | 79 | · | 2 | -24 | ? | · | · | 4 | 94
Cc1cc(NC(=O)CSc2nnc(-c3c[nH]c4ccccc34)n2-c2ccc(F)cc2)no1
  1 | 24 | 102 | 1 | · | 7 | 100 | 18 | 1.4 | 7 | 101
O=C(Nc1nc2ccccc2n1CCN1CCOCC1)c1cn(-c2ccccc2)nc1-c1ccccc1
  9 | -65 | 97 | 0 | · | -51 | 97 | 5 | 3.4 | 6 | 100
CC(C)CN(C(=O)COC(=O)c1cc2ccccc2oc1=O)C1CCS(=O)(=O)C1 (centres undefined)
  3 | -2 | 100 | -1 | · | 12 | 97 | 9 | 0.4 | 37 | 100
CCCc1n(CC)c2ccccc2[n+]1CC(O)COC1CCCCC1 (centres undefined)
  5 | 27 | 98 | 4 | -31 | 9 | 91 | 18 | 0.6 | 10 | 96
N#Cc1ccccc1Sc1ccccc1C(=O)Nc1ccccc1
  0 | 7 | 94 | -5 | 11 | -10 | 97 | 12 | 0.0 | 37 | 97
O=C(CCCC(=O)N1CCN(c2ccccc2F)CC1)N1CCN(c2ccccc2F)CC1
  1 | 17 | 112 | -2 | · | -20 | 115 | 11 | 0.6 | 25 | 106
COc1ccc2c(c1)C(C)=CC(C)(C)N2S(=O)(=O)c1ccc(Br)cc1
  2 | -6 | 96 | -8 | -18 | -7 | 95 | 12 | 0.5 | 12 | 99
O=C(Cc1csc(-c2ccccc2)n1)NCc1ccc(F)cc1
  17 | 19 | 99 | -3 | 4 | -10 | 93 | 15 | -0.5 | 20 | 98
CNc1nc(Oc2ccc(C(=O)OC)cc2)nc(SC)n1
  0 | 20 | 94 | -12 | · | 0 | 93 | 21 | 0.0 | 5 | 94
CC(=O)c1ccc(N2CCN(C(=S)Nc3ccccc3F)CC2)cc1
  9 | 26 | 99 | -11 | 15 | -39 | 94 | 13 | -0.3 | 17 | 106
O=C(Nc1ccc(C#Cc2ccccc2)cc1)C1CC1
  -1 | -15 | 99 | 1 | -2 | -9 | 99 | 19 | -0.3 | 13 | 101
Cc1cc(O)c(NC(=O)c2cc([N+](=O)[O-])ccc2Cl)cc1C
  9 | 3 | 110 | -4 | 16 | -22 | 100 | 15 | 1.3 | 10 | 106
O=C(CC1SC(=Nc2ccccc2F)N(CCN2CCOCC2)C1=O)Nc1ccc(F)cc1F (centres undefined)
  1 | 8 | 94 | 0 | -2 | -21 | 87 | 11 | 0.8 | 4 | 97
CC(C)(C)NC(=O)C(=O)NNC(=O)c1ccc(C(C)(C)C)cc1
  4 | -27 | 97 | -9 | · | -37 | 97 | 16 | 0.3 | 15 | 96
COc1ccc(-c2cc(C(=O)O)no2)cc1
  0 | 2 | 101 | 4 | · | -74 | 99 | 14 | 0.3 | 11 | 100
C=CCOc1ccc(CNc2nn[nH]n2)cc1
  5 | -28 | 82 | 2 | · | -40 | 88 | 7 | 0.8 | 14 | 94
O=C(CSc1n[nH]c(=O)[nH]c1=O)c1ccccc1
  5 | 12 | 90 | -13 | · | 6 | 86 | 34 | -0.1 | 6 | 83
COc1cc(C(=O)NC2CCCC2)c(Br)c(OC)c1OC
  2 | 10 | 99 | -1 | 4 | -14 | ? | 12 | 0.2 | 11 | 100
Cc1cccn2c(=O)c(/C=N/O)c(NCc3ccccc3)nc12
  · | -2 | 99 | · | -22 | -13 | ? | · | · | 5 | 98
CC(C)NC(=O)NC(=O)COC(=O)c1ncc(Cl)c(Cl)c1Cl
  11 | 15 | 87 | 1 | 5 | -7 | 86 | 11 | 0.5 | 11 | 92
O=C(NCCNC(=O)c1ccccc1)c1ccccc1
  · | -21 | 99 | · | -5 | -24 | ? | · | · | 8 | 101
Cc1cn2c(nc1=O)OC1CC2OC1CO (centres undefined)
  · | -9 | 98 | · | -24 | -52 | ? | · | · | 10 | 96
COc1ccccc1NC(=O)N(Cc1ccco1)Cc1cc2ccc(C)c(C)c2[nH]c1=O
  2 | 2 | 95 | 0 | · | -9 | 97 | 22 | 0.4 | 12 | 98
